# MITF act = activators of MITF-driven TRPM1 promoter activity in SK-MEL-5 cells; AID 588334; SK-MEL-5 TRPM1-promoter luciferase, 24 h; % of positive control, neutral wells = 0; activation, % at 12.5 µM; 0.75% of 300,000 active;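 active = mean activation of at least 80% with every replicate also reaching 80%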;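 also: 0% = neutral control wells and 100% = parthenolide positive control wells; values of inactives mirror those of a sister screen read the other way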
# SR-BI uptake up = enhances SR-BI lipid uptake from DiI-HDL | CHO ldlA[mSR-BI] cells, DiI-HDL uptake fluorescence, 3 h; 100 = double the neutral-control signal | 0.096% of 320,000 active | activation, % at 12.5 µM | AID 504775;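 active = mean replicate activation of at least 60% and every replicate at or above 60%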;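 also: 0% = median plate neutral-control signal and 100% = twice that signal; values of inactives mirror those of a sister screen read the other way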
#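 system = CHO ldlA[mSR-BI] cells, LDL receptor-null, SR-BI overexpressing | medium = Ham's F12 with 0.5% BSA, HEPES 25 mM, pH 7.4 | probe or stimulus = DiI-HDL 10 µg/mL | compound dosing = single-point compound dose | incubation = compound exposure 3 h, 37 °C | technique = DiI fluorescence, bottom read | read-out = cell-associated DiI fluorescence as measure of HDL uptake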
# CAL PDZ FP-1 = inhibitors of human CAL PDZ peptide binding. 0.92% of 300,000 active. AID 602252. inhibition, % at 24.9 µM. purified CAL PDZ, TMR-peptide fluorescence polarization, 1 h;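 active = mean inhibition of at least 30% with at least half of replicates also reaching 30%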;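 also: 0% = DMSO neutral control and 100% = excess unlabeled competitor peptide PRC23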
# Tat transport = blocks Tat-dependent protein export in E. coli; E. coli MC4100 TorA-mCherry Tat export, fluorescence; inhibition, % at 10 µM; 0.036% of 340,000 active; AID 488895;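 active = mean replicate inhibition at least 50% and at least half of replicates individually reaching 50%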;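 also: exported cargo escapes ClpAP degradation while cytoplasmic cargo is degraded and loses fluorescence; 0% = median of neutral control wells and 100% = median of NaSCN control wells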
# CAL PDZ FP-2 = inhibitors of human CAL PDZ peptide binding; inhibition, % at 20 µM; purified CAL PDZ, TMR-peptide fluorescence polarization, 1 h; Q9HD26; 0.02% of 330,000 active; AID 504414;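 active = highest replicate inhibition of at least 40%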;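 also: plate controls were DMSO neutral control wells for no effect and unlabeled competitor peptide control wells for full effect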
#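 System: purified tagged CAL PDZ domain construct (CerCALP). Schedule: 1 h incubation at room temperature before polarization reading. Medium: 25 mM sodium phosphate pH 7.4, 150 mM NaCl, TCEP, IgG, Thesit. Read-out: percent inhibition from loss of millipolarization. Measured by: FP readout, S and P plane fluorescence. Probe or stimulus: fluorescent TMR peptide probe.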
# AddAB inh = less growth of phage-infected E. coli with AddAB; E. coli expressing H. pylori AddAB, absorbance growth; inhibition, % at 11.9 µM; 0.29% of 330,000 active; AID 435030; in the data active = inhibition above about 12%;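 also: 0% = vehicle wells of infected cells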
# phage Ecoli inh = E. coli growth loss with phage present | growth absorbance | AID 651602 | 0.26% of 360,000 active | inhibition, % at 11.9 µM; in the data active = inhibition above about 11%
# SR-BI HDL uptake = mouse SR-BI HDL lipid transfer inhibition; 0.96% of 320,000 active; ldlA[mSR-BI] CHO cells, DiI-HDL uptake fluorescence, 3 h; inhibition, % at 12.5 µM; Q61009;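 active = mean replicate inhibition of at least 70% and a set share of replicates each scoring 70 or more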;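 also: 0% = median of neutral control wells and 100% = median of positive control wells; values of inactives mirror those of a sister screen read the other way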
# Target sequence (Q61009 whole entry, looked up): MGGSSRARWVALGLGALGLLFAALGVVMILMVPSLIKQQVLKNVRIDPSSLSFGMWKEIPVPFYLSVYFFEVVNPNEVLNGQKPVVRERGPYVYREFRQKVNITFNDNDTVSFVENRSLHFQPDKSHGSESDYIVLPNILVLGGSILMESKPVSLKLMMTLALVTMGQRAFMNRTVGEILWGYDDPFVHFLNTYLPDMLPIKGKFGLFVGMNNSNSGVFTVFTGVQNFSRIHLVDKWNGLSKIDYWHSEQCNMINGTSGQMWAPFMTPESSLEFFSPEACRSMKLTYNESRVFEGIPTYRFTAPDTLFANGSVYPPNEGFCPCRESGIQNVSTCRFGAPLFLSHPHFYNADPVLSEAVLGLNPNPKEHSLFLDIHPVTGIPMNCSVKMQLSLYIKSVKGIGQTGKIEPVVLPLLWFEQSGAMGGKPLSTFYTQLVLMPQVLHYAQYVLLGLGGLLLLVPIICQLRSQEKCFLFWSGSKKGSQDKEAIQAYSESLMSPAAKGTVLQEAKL
# Ecoli viability = reduces bacterial viability in AddAB counter-screen | E. coli V3065 growth, OD600 absorbance, 18 h | inhibition, % at 11.9 µM | 0.27% of 330,000 active;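 active = inhibition above the campaign's mean inhibition across all tested compounds plus 3 SD, cut at about 9.9% in these data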;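 also: uninfected addAB+ strain grown without phage in ampicillin broth; 0% = DMSO wells and 100% = ciprofloxacin 0.95 µg/ml wells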
# Wnt act = activates Wnt/beta-catenin signaling in a reporter cell assay. 1.2% of 300,000 active. activation, % at 9.35 µM. activator, plate reader; in the data active = activation above about 30%, passing the limit was not always enough;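 also: 0% = neutral control wells and 100% = positive control wells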
# * marks the source's active call; other numbers are inactive results; / = not tested or not shown. An unsorted share of the library; 3.6% or so of the library scored in one or more.
SMILES,MITF act,SR-BI uptake up,CAL PDZ FP-1,Tat transport,CAL PDZ FP-2,AddAB inh,phage Ecoli inh,SR-BI HDL uptake,Ecoli viability,Wnt act
O=C1CC[C@@H](CN(Cc2ccccn2)Cc2nc(Cc3ccccc3)no2)N1,-5,16,-2,0,-0.3,2.4,3.8,-16,-1.7,0
Cc1ccccc1CC1(CO)CCCN(Cc2ccccc2Cl)C1 (centres undefined),3,5,/,8,-1.8,2.5,-0.1,-5,-0.5,-1
CCOC(=O)c1c(NC(=O)CSc2nnnn2-c2ccccc2)sc2c1CC(C)(C)NC2(C)C,2,13,-8,12,-4.3,0.9,3.5,-13,1.0,1
CCC(C)N1CCC(Oc2ccc(C(=O)NCc3ccccn3)cc2)CC1 (centres undefined),10,-7,-3,-8,-0.5,-0.1,1.0,7,0.2,8
Cn1c(=O)c2c(ncn2CC(=O)N2CCN(c3ccccc3)CC2)n(C)c1=O,2,/,-3,-2,-1.6,-1.8,2.5,/,-2.5,/
COc1ccccc1N1CCN(S(=O)(=O)/C=C/c2ccccc2)CC1,13,/,0,4,-0.4,-0.2,2.8,/,1.1,/
CC(C)OCCCNC(=O)c1cc(Sc2ccc(F)cc2)nc2ccccc12,-12,-3,-1,-3,0.2,1.4,-1.6,3,-1.1,-2
Cc1cc(CNC(=O)Cc2ccc(F)cc2)c2ccccc2n1,-12,6,-5,-6,-3.5,2.5,1.5,-6,1.7,-7
NC(=O)c1ccc(N2CCN(S(=O)(=O)c3ccccc3)CC2)c([N+](=O)[O-])c1,-8,26,10,-5,-1.0,-0.4,3.2,-26,1.2,-2
O=C(NCc1nc2ccccc2[nH]1)C1=C[C@H](c2ccc(Br)cc2)C[C@H](OCc2ccc(CO)cc2)O1,-17,-10,-2,0,0.1,5.2,2.8,10,-0.7,-1
COCC(C)OC(=O)c1c(N)n(CCCN2CCOCC2)c2nc3ccccc3nc12 (centres undefined),/,14,/,4,-0.9,0.3,-0.1,-14,2.9,2
Cc1cccc(Nc2nc(-c3ccncc3)cs2)c1,50,-49,-2,4,-7.4,1.8,4.1,49,0.8,9
COCCOC(=O)C1=C(C)N(Cc2ccccc2)C(=O)NC1c1cccc(OC)c1OC (centres undefined),/,-3,-5,4,-2.3,1.0,3.0,3,-0.6,/
COc1cc(C(=O)NC(C)c2ccccc2)ccc1OCC(=O)N1CCOCC1 (centres undefined),/,27,-5,5,-0.5,1.8,2.1,-27,2.1,1
COc1cccc(NS(=O)(=O)CC23CCC(CC2=O)C3(C)C)c1 (centres undefined),-4,15,-2,4,-1.5,0.6,3.5,-15,-0.2,3
O=Cc1cccn1-c1ccc(O)cc1,-3,11,-3,-5,0.0,2.5,2.3,-11,-0.3,2
O=C(N/N=C/c1cccnc1)c1ccccc1,21,24,0,-9,0.3,-2.1,0.8,-24,-0.6,4
CC(=O)OC1C(=O)N(Cc2ccccc2)C1c1ccc(C)cc1 (centres undefined),/,-6,-10,-5,-0.9,/,0.9,6,/,0
CCN(CC(=O)Nc1c(F)cccc1F)C(=O)c1cccnc1SC,-2,14,-1,-5,0.5,0.3,-1.5,-14,0.8,0
CCOC(=O)c1cnn(C(=O)c2ccccc2)c1N,-9,20,-5,-14,-1.8,/,3.5,-20,/,/
O=C(Nc1ccc(F)cc1)C1CCCN(S(=O)(=O)c2ccc3[nH]c(=O)ccc3c2)C1 (centres undefined),-4,16,5,11,0.3,5.4,2.4,-16,-1.2,-1
Cc1ccc(-c2nc(=S)c3c(n2CC2CCCO2)CC(C)(C)OC3)cc1 (centres undefined),7,5,-5,-2,-2.0,-1.2,-0.4,-5,2.9,/
O=C(CC1CCCCC1)c1c(O)c2ccccc2oc1=O,/,9,0,-1,-1.7,-4.8,2.6,-9,-3.0,1
OCC1C2c3ccccc3C(c3ccccc32)C1CO (centres undefined),/,-2,6,-1,-1.5,2.8,4.1,2,0.6,-1
O=S(=O)(/N=C(/c1ccccc1)N1CCOCC1)c1ccc(Br)cc1,-5,24,37*,2,-1.8,-0.2,3.4,-24,0.5,2
# Continued.
SMILES,MITF act,SR-BI uptake up,CAL PDZ FP-1,Tat transport,CAL PDZ FP-2,AddAB inh,phage Ecoli inh,SR-BI HDL uptake,Ecoli viability,Wnt act
O=C(/C=C/c1ccccc1)N1CCN(c2cccc(Cl)n2)CC1,/,22,0,1,-1.5,0.2,5.7,-22,-1.6,/
CCOC(=O)NNC1CC(=O)N(c2ccc(OC)cc2)C1=O (centres undefined),-10,9,1,0,-0.1,-0.3,-1.7,-9,1.4,/
CC(=O)NS(=O)(=O)c1ccc(NC(=O)NC2CCCCC2)cc1,-2,23,/,4,1.0,-0.2,2.3,-23,-1.7,/
CON(C)S(=O)(=O)c1cccc(C(=O)NC2CCSc3ccccc32)c1 (centres undefined),2,3,5,7,-0.5,2.2,3.0,-3,0.3,-1
CCC(C)(C)n1nnnc1C(c1cc2cc(C)ccc2[nH]c1=O)N1CCCC1 (centres undefined),-5,38,/,0,-2.1,-1.9,0.6,-38,-1.3,/
CCc1nnc(SCC(=O)Nc2nc(C)c(C(=O)N(C)C)s2)n1CC,5,32,1,-9,1.4,1.5,0.6,-32,0.8,-1
Cc1cc(C)n2nc(C(=O)OCC(=O)N(C)C3CCCCC3)nc2n1,-4,-13,0,-5,-3.5,1.7,1.8,13,0.3,-1
CO/N=C/c1cccn1-c1nccc(N(C)C)c1C#N,5,12,5,-3,-0.2,3.3,4.8,-12,-1.9,-3
COC(CCN(C)C)(c1ccccc1)c1ccccc1,-4,1,2,-3,-2.0,1.1,5.0,-1,4.3,-3
CC(C)CC(=O)N1CCN(c2ccc(NC(=O)c3ccco3)cc2)CC1,0,3,3,-6,-3.9,0.2,2.8,-3,0.3,4
CCOc1cc(S(=O)(=O)n2nc(C)cc2C)ccc1Br,23,-25,-1,-4,0.1,5.3,3.2,25,0.6,4
CCCCNC(=O)CCCn1c(=S)[nH]c2cc3c(cc2c1=O)OCO3,-7,-9,0,1,-0.5,-0.2,0.9,9,-1.4,/
COc1ccccc1NC(=S)N(CCCN1CCOCC1)Cc1ccccn1,-1,2,/,3,-0.2,-2.1,1.3,-2,1.6,/
NC(=S)NC(=O)c1ccccc1,2,-3,-2,3,0.3,0.4,2.4,3,-3.3,-2
Cc1ccc(C(CNS(=O)(=O)c2ccc([N+](=O)[O-])cc2)N2CCN(C)CC2)cc1 (centres undefined),3,18,-2,-7,-2.8,1.3,2.7,-18,-2.1,0
N#Cc1ccsc1NC(=O)COC(=O)c1cc2ccccc2cc1O,11,-6,-1,-6,-1.0,-0.9,1.9,6,-0.7,25
CCOC(=O)c1nsnc1NCCSC(=N)N,-6,4,-1,9,-1.8,2.6,0.6,-4,1.8,7
COc1ccc(-c2c(-c3ccccc3)n(C)c3ccccc23)cc1,-9,-12,-4,-12,-0.1,-1.2,-1.8,12,-1.4,0
COc1ccc(CN([C@H](CO)CC(C)C)S(=O)(=O)N(Cc2ccccc2)[C@H](CO)CC(C)C)cc1,-5,-2,-1,4,-1.9,1.8,2.7,2,1.8,-16
Cc1cc(S(=O)(=O)N2CCCC2)ccc1OCC(=O)Nc1ccccc1,-7,-10,2,2,-1.1,-0.4,3.5,10,1.4,1
Cc1cccc(Oc2cnn(C(C)(C)C)c(=O)c2Cl)c1,/,-35,1,3,-2.1,1.3,1.3,35,-0.8,4
O=C1CC(C(F)(F)C(F)(F)C(F)(F)C(F)(F)F)=Nc2ccccc2N1,4,18,0,19,-1.1,2.4,3.2,-18,-2.2,/
CC/C(=N/N=C(\CC)c1ccccc1)c1ccccc1,5,15,-2,1,-2.6,2.5,1.4,-15,1.8,-1
Cc1nn(Cc2ccc(Cl)c(Cl)c2)c(C)c1NC(=O)c1sc2ccccc2c1Cl,-5,-12,35*,-9,/,-1.4,1.4,12,-3.1,-5
CC12CC(NC(=O)N1CCc1ccccc1)c1cc(Cl)ccc1O2 (centres undefined),/,-29,-9,-6,-0.2,0.6,1.8,29,3.4,-2
# Later entries.
SMILES,MITF act,SR-BI uptake up,CAL PDZ FP-1,Tat transport,CAL PDZ FP-2,AddAB inh,phage Ecoli inh,SR-BI HDL uptake,Ecoli viability,Wnt act
Cn1c2ccccc2c(=O)c2c(O)cccc21,-3,-6,-2,-6,-1.0,4.1,4.0,6,1.0,5
CN(N)C(=S)Nc1ccc(Cl)cc1,-6,16,1,10,0.1,4.0,-0.9,-16,1.2,1
CCCCNS(=O)(=O)c1ccc2nc(-c3cccnc3)cc(C(=O)NC(C)C)c2c1,11,-1,/,-4,-0.6,-1.2,4.5,1,0.4,-3
COc1ccc2c(c1)c1ncn(CCN3CCCC3)c(=O)c1n2C,-4,5,/,6,-0.8,1.9,1.7,-5,0.2,/
CC(C)Sc1nnc(NC(=O)C2CC2)s1,27,12,/,-7,-1.2,1.8,2.5,-12,1.6,3
Cc1cccnc1NC(=O)c1cccc(S(=O)(=O)NCc2ccccc2)c1,-1,7,-3,2,-2.0,1.7,2.9,-7,-1.6,-1
CC1O[C@@H](OC2C(COC3OC(CO)C(O)[C@H](O)C3O)OC(OC3CC[C@]4(C)C(CC[C@@]5(C)[C@@H]4CC=C4[C@@H]6CC(C)(C)CC[C@]6(CO)C(O)C[C@]45C)C3(C)C)C(O)C2O)C(O)C(O)C1O (some centres undefined),2,25,-7,0,-1.8,-0.8,1.3,-25,-2.5,-1
COc1ccc(NC(=O)CSCC(=O)Nc2nnc(C3CC3)s2)cc1,1,29,-2,-8,-1.7,1.4,7.7,-29,2.1,1
C=CCOc1ccc(/C=N/NC(=O)CN2CCCCC2)cc1OC,/,3,-2,-4,-0.1,0.5,2.5,-3,-1.9,1
CSc1ncccc1C(=O)Nc1nc2ccc(S(C)(=O)=O)cc2s1,38,-24,-3,0,-1.6,0.9,1.6,24,0.8,1
O=C(NCCN1CCOCC1)Nc1ccc(Cl)cc1Cl,14,1,-1,7,-2.3,-1.5,1.9,-1,1.6,-3
O=C(CC1S/C(=N/N=C/c2c[nH]c3ccccc23)NC1=O)Nc1ccccc1 (centres undefined),0,-41,-2,-10,-0.1,-0.2,-2.1,41,-2.2,-2
CC(=O)Oc1cccc(C2C3=C(CC(C)(C)CC3=O)Nc3ccccc3N2C(C)=O)c1 (centres undefined),-8,5,/,2,-0.3,3.2,1.5,-5,-3.2,1
CN1CCN(C(=O)C2CCCN(S(=O)(=O)c3ccccc3)C2)CC1 (centres undefined),3,2,-5,2,1.0,0.9,0.0,-2,0.8,3

# Quoted at random: 2 records from the list, in no set order.
SMILES,MITF act,SR-BI uptake up,CAL PDZ FP-1,Tat transport,CAL PDZ FP-2,AddAB inh,phage Ecoli inh,SR-BI HDL uptake,Ecoli viability,Wnt act
COc1ccc2c(c1)c1ncn(CCN3CCCC3)c(=O)c1n2C,-4,5,/,6,-0.8,1.9,1.7,-5,0.2,/
Cc1cccnc1NC(=O)c1cccc(S(=O)(=O)NCc2ccccc2)c1,-1,7,-3,2,-2.0,1.7,2.9,-7,-1.6,-1
